Assay outcomes: PubChem BioAssay, several laboratories
HSF1 inhib: HSF1 inhibition; NIH3T3-HGL HSE-luciferase, MG132-induced, luminescence 8 h; hits give low values; activity change, negative = inhibition, % at 7.5 µM (by protocol); 300,000 compounds, 0.77% hits; AID 2098;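 active means more than half of replicate wells show activity change below -50%, luminescence cut by over half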;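 further: luciferase reports HSF-1 transcriptional activity via heat shock element; 0% = median of DMSO wells and -100% = zero luminescence signal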
HDAC3 inh: blocks human histone deacetylase 3 | recombinant HDAC3, fluorogenic peptide/trypsin coupled, fluorescence | inhibition, % at 8.3 µM | 320,000 compounds, 0.15% hits | AID 2718; in the data active means inhibition above about 26%, passing the limit was not always enough
Target sequence (O15379 whole entry, looked up): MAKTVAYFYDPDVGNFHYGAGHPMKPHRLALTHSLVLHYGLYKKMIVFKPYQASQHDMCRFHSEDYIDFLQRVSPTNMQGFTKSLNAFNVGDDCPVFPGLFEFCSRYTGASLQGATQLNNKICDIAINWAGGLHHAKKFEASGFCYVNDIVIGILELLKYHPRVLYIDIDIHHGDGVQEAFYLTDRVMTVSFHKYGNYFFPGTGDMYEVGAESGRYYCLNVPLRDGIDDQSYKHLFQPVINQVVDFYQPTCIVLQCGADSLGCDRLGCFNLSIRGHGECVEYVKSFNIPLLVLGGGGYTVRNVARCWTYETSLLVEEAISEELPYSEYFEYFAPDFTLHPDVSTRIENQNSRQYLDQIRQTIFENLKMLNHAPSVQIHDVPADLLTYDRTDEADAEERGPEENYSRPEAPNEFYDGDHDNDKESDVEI
KLF5 inhibitor: suppresses KLF5 promoter-driven expression | inhibition, % at 5 µM | AID 1700 | DLD-1 KLF5 promoter-luciferase reporter, luminescence | 290,000 compounds, 0.23% hits;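 active means inhibition above a per-plate limit of that plate's mean compound inhibition plus 3 SD, cut at about 60% in these data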;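 further: 0% = DMSO wells and 100% = LY294002 at 200 µM; higher means less KLF5 promoter-driven luciferase light; inactives centre near -14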
HSF1 activator: increases HSF-1 driven luciferase reporter signal. activation, % at 9 µM. 300,000 compounds, 1.7% hits. NIH3T3-HGL HSF-1 luciferase reporter, MG132, 8 h; 100% = twice DMSO control signal;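 active means mean replicate activation of at least 50% with a set share of replicates each reaching 50%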;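 further: 0% = median of the neutral control wells and 100% = twice that signal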
HSP90 inh: HSP90 refolding inhibition in rabbit reticulocyte lysate. inhibition, % at 5.6 µM. 290,000 compounds, 0.91% hits. luciferase refolding luminescence, 3 h;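 active means inhibition above the screen-wide mean plus 3 SD, computed separately per campaign, cut at about 16% in these data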;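 further: 0% = DMSO wells and 100% = 60 µM geldanamycin wells; inhibitors lower the luminescence because luciferase stays unfolded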
Platelet DG rel: platelet dense granule release activity; human platelet-rich plasma, SFLLRN dense granule ATP release, luminescence; inhibition, %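 (compounds screened at 7.5 µM in platelet-rich plasma)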; 300,000 compounds, 0.22% hits; AID 1663;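 active means mean replicate score, as percent of positive control, at or above 50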
aSyn 5UTR inh: MLPCN primary screen, SNCA 5' untranslated region. alpha-synuclein 5'UTR reporter, inhibitor activity. inhibition, % (tested at 7.5 µM). 300,000 compounds, 0.82% hits; in the data active means inhibition above about 60%;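 further: H4 neuroglioblastoma cells stably carrying SNCA 5'UTR luciferase fusion; 0% = DMSO wells and 100% = positive control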
IEC-6 cytotox: counter-screen for KLF5 inhibitors: cytotoxicity in IEC-6 cells; IEC-6 cytotoxicity, luminescence viability; inhibition, % at 5 µM; 290,000 compounds, 0.78% hits; in the data active means inhibition above about 22%;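 further: 0% = plate median of test compound wells and 100% = cytotoxic reference compound wells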
HIF activator: HIF pathway transcriptional activation. U2OS HRE-luciferase reporter, luminescence; normalized: DMSO 0%, desferrioxamine 100%. activation, % at 7.5 µM (by protocol). 300,000 compounds, 0.32% hits. AID 1910;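 active means mean activation of at least 10% of the iron chelator positive control signal, with at least half of replicates also reaching 10%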
AI-2 QS mod: Vibrio harveyi AI-2 quorum sensing modulation | 300,000 compounds, 0.4% hits | Vibrio harveyi JMH597 AI-2 luminescence/OD600 ratio, 9 h; hits give low values; strain lacks LuxN and CqsS sensors; 0 = neutral-control median | activity change, % at 7.5 µM | AID 2094; in the data active means activity change below about -75%, passing the limit was not always enough;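 further: luminescence divided by OD600 gain over 9 h not by final OD600 alone; inactives centre near 13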
* = called active by the depositor. This is a random part of the collection; any-hit rate near 5%.

For CCCS(=O)(=O)N1CCCC(C(=O)Nc2ccc3c(c2)CCC3)C1 (stereo unspecified) the results were HSF1 inhib -13, HDAC3 inh -4, KLF5 inhibitor -12, HSF1 activator -15, HSP90 inh 3, Platelet DG rel 0, aSyn 5UTR inh -71, IEC-6 cytotox 7, HIF activator 0.7 and AI-2 QS mod 30.
`O=C(Nc1cc(S(=O)(=O)N2CCOCC2)ccc1N1CCCCC1)c1cc(-c2ccccn2)nc2ccccc12` gave HSF1 inhib -5, HDAC3 inh -10, KLF5 inhibitor 13, HSF1 activator 19, HSP90 inh -4, Platelet DG rel -16, aSyn 5UTR inh 1, IEC-6 cytotox -14, HIF activator -0.8 and AI-2 QS mod 2.
O=C(Cc1c(F)cccc1Cl)Nc1ccccc1C(=O)N1CCCCC1 was read as HSF1 inhib 4, HDAC3 inh 0, HSF1 activator 4, Platelet DG rel 17, aSyn 5UTR inh 2, HIF activator -0.5 and AI-2 QS mod 0.
`O=S(=O)(c1ccc(Cl)cc1)N1CCN(c2ncccn2)CC1` gave HSF1 inhib 1, HDAC3 inh 13, KLF5 inhibitor -21, HSF1 activator 0, HSP90 inh -1, Platelet DG rel -2, aSyn 5UTR inh -4, IEC-6 cytotox -6, HIF activator 0.3 and AI-2 QS mod 20.
CSCCC(=O)N1CCN(CC(=O)N2CCCC2)CC1 was read as HSF1 inhib 1, HDAC3 inh 1, KLF5 inhibitor -11, HSF1 activator 8, HSP90 inh 1, Platelet DG rel 2, aSyn 5UTR inh -17, IEC-6 cytotox 0, HIF activator 0.2 and AI-2 QS mod 14.
`C1CCCCCC(=NNc2nn[nH]n2)CCCCC1` gave HSF1 inhib 1, HDAC3 inh -2, KLF5 inhibitor -20, HSF1 activator -4, HSP90 inh 1, Platelet DG rel -17, aSyn 5UTR inh -19, IEC-6 cytotox -2, HIF activator -0.3 and AI-2 QS mod 11.
`O=C(Nc1cccc(N2C(=O)C3CCCCC3C2=O)c1)c1ccccc1` (stereo unspecified) gave HSF1 inhib -5, HDAC3 inh -1, KLF5 inhibitor -22, HSF1 activator -9, HSP90 inh 1, Platelet DG rel 14, aSyn 5UTR inh -3, IEC-6 cytotox 4, HIF activator -0.4 and AI-2 QS mod 11.
For CCn1c(/C=C/c2c(C)n(CC)c3ccccc23)nc2ccccc2c1=O the results were HSF1 inhib -1, HDAC3 inh 0, KLF5 inhibitor -2, HSF1 activator 7, HSP90 inh 5, Platelet DG rel -20, aSyn 5UTR inh 13, IEC-6 cytotox 4, HIF activator -0.1 and AI-2 QS mod 17.
O=C(Nc1ccc(F)cc1)Nc1ccc(NC(=O)c2ccccc2O)cc1 was read as HSF1 inhib -2, HDAC3 inh -35, KLF5 inhibitor -18, HSF1 activator 22, HSP90 inh 4, Platelet DG rel -2, aSyn 5UTR inh -11, IEC-6 cytotox 3, HIF activator -0.2 and AI-2 QS mod 20.
`O=S(=O)(NC1CCCC1)c1ccccc1Cl` gave HSF1 inhib 0, HDAC3 inh -1, KLF5 inhibitor 10, HSF1 activator -2, HSP90 inh -1, Platelet DG rel 1, aSyn 5UTR inh -2, IEC-6 cytotox 0, HIF activator 0.3 and AI-2 QS mod 19.
Cc1cnc(NC(=O)CC(C)c2ccccc2)s1 (stereo unspecified) was read as HSF1 inhib 6, HDAC3 inh -5, KLF5 inhibitor 28, HSF1 activator -11, HSP90 inh -5, Platelet DG rel 10, aSyn 5UTR inh -196, IEC-6 cytotox 33*, HIF activator 7.7 and AI-2 QS mod 3.
For Cc1ccc(CCNC(=O)CC2Oc3ccc(C)cc3NC2=O)cc1 (stereo unspecified) the results were HSF1 inhib 3, HDAC3 inh 6, KLF5 inhibitor -24, HSF1 activator 14, HSP90 inh 0, Platelet DG rel -5, aSyn 5UTR inh 16, IEC-6 cytotox -1, HIF activator -0.4 and AI-2 QS mod 11.
`Cc1ccccc1N/C(=N/S(=O)(=O)c1cc(F)ccc1F)c1ccccc1` gave HSF1 inhib -4, HDAC3 inh -9, KLF5 inhibitor -1, HSF1 activator -2, HSP90 inh 1, Platelet DG rel -6, aSyn 5UTR inh 0, IEC-6 cytotox -2, HIF activator -0.2 and AI-2 QS mod 2.
CC1(OCON)CCCc2ccccc21 (stereo unspecified) was read as HSF1 inhib -4, HDAC3 inh 3, KLF5 inhibitor -12, HSF1 activator -11, HSP90 inh -7, Platelet DG rel -3, aSyn 5UTR inh -22, IEC-6 cytotox 0, HIF activator -1.9 and AI-2 QS mod 14.
For Cc1cccc(C#N)c1NC1=CC(=O)CC(C)(C)C1 the results were HSF1 inhib 5, HDAC3 inh 3, KLF5 inhibitor -40, HSF1 activator -2, HSP90 inh -1, Platelet DG rel 1, aSyn 5UTR inh -16, IEC-6 cytotox -11, HIF activator -34 and AI-2 QS mod 20.
Cc1c(C)c(C)c(S(=O)(=O)NCCc2ccncc2)c(C)c1C was read as HSF1 inhib 1, HDAC3 inh -1, KLF5 inhibitor -13, HSF1 activator -4, HSP90 inh -2, Platelet DG rel -2, aSyn 5UTR inh -6, IEC-6 cytotox 1, HIF activator 0.3 and AI-2 QS mod 26.
`CCc1cccc(NC(=O)c2snc3c(=O)[nH]cnc23)c1` gave HSF1 inhib 7, HDAC3 inh -6, KLF5 inhibitor -42, HSF1 activator 20, HSP90 inh -1, Platelet DG rel 3, aSyn 5UTR inh -36, IEC-6 cytotox 1, HIF activator 0.2 and AI-2 QS mod 10.
For Cc1c(NC(=S)N2CCN(c3ccc(F)cc3)CC2)c(=O)n(-c2ccccc2)n1C the results were HSF1 inhib 5, HDAC3 inh 2, KLF5 inhibitor 4, HSF1 activator 14, HSP90 inh 0, Platelet DG rel -2, aSyn 5UTR inh 5, IEC-6 cytotox -1, HIF activator -0.7 and AI-2 QS mod 5.
Screening O=C(NC1CC1)C1=C[C@H](c2ccc(C(F)(F)F)cc2)C[C@H](OCc2ccc(CO)cc2)O1 returned HSF1 inhib 15, HDAC3 inh 6, KLF5 inhibitor -17, HSF1 activator -5, HSP90 inh 4, Platelet DG rel 2, aSyn 5UTR inh 17, IEC-6 cytotox 4, HIF activator 0.4 and AI-2 QS mod -14.
Screening CN(C)c1nc(Cl)nc(N(C#N)CCOc2ccccc2)n1 returned HSF1 inhib 9, HDAC3 inh 10, KLF5 inhibitor -4, HSF1 activator 20, HSP90 inh 4, Platelet DG rel 1, aSyn 5UTR inh -12, IEC-6 cytotox 2, HIF activator -0.9 and AI-2 QS mod -2.
NC1=NCC(O)=C1c1nc2ccccc2[nH]1 was read as HSF1 inhib -4, HDAC3 inh -1, KLF5 inhibitor -34, HSF1 activator -6, HSP90 inh 3, Platelet DG rel 3, aSyn 5UTR inh -7, IEC-6 cytotox 8, HIF activator -0.3 and AI-2 QS mod 10.
CN(c1cc(=O)n2ccccc2n1)C1CCCCC1 was read as HSF1 inhib -16, HDAC3 inh -2, KLF5 inhibitor -26, HSF1 activator 3, HSP90 inh 0, Platelet DG rel -11, aSyn 5UTR inh -39, IEC-6 cytotox 1, HIF activator 0.5 and AI-2 QS mod 29.
Nc1nc2ccc([N+](=O)[O-])cc2[nH]1 was read as HSF1 inhib -6, HDAC3 inh 5, KLF5 inhibitor -31, HSF1 activator -18, HSP90 inh 2, Platelet DG rel -2, aSyn 5UTR inh -3, IEC-6 cytotox 4, HIF activator -0.5 and AI-2 QS mod 9.
Screening O=C(CSCCO)Nc1ccc([N+](=O)[O-])cc1 returned HSF1 inhib 5, HDAC3 inh 6, KLF5 inhibitor 2, HSF1 activator 1, HSP90 inh -2, Platelet DG rel 0, aSyn 5UTR inh 8, IEC-6 cytotox -5, HIF activator 0.2 and AI-2 QS mod 17.

In the list so far, 4 contain an NH in an aromatic ring:
`C1CCCCCC(=NNc2nn[nH]n2)CCCCC1` gave HSF1 inhib 1, HDAC3 inh -2, KLF5 inhibitor -20, HSF1 activator -4, HSP90 inh 1, Platelet DG rel -17, aSyn 5UTR inh -19, IEC-6 cytotox -2, HIF activator -0.3 and AI-2 QS mod 11.
`CCc1cccc(NC(=O)c2snc3c(=O)[nH]cnc23)c1` gave HSF1 inhib 7, HDAC3 inh -6, KLF5 inhibitor -42, HSF1 activator 20, HSP90 inh -1, Platelet DG rel 3, aSyn 5UTR inh -36, IEC-6 cytotox 1, HIF activator 0.2 and AI-2 QS mod 10.
NC1=NCC(O)=C1c1nc2ccccc2[nH]1 was read as HSF1 inhib -4, HDAC3 inh -1, KLF5 inhibitor -34, HSF1 activator -6, HSP90 inh 3, Platelet DG rel 3, aSyn 5UTR inh -7, IEC-6 cytotox 8, HIF activator -0.3 and AI-2 QS mod 10.
Nc1nc2ccc([N+](=O)[O-])cc2[nH]1 was read as HSF1 inhib -6, HDAC3 inh 5, KLF5 inhibitor -31, HSF1 activator -18, HSP90 inh 2, Platelet DG rel -2, aSyn 5UTR inh -3, IEC-6 cytotox 4, HIF activator -0.5 and AI-2 QS mod 9.

(further entries)
`Cc1cc(C(=O)N2CC=C(c3ccccc3)CC2)c2ccccc2n1` gave HSF1 inhib -7, HDAC3 inh -1, HSF1 activator -1, Platelet DG rel -4, aSyn 5UTR inh 43, HIF activator -15 and AI-2 QS mod 31.
Screening Cc1c(Cl)cccc1NC(=O)CCCCCN1C(=O)CCC1=O returned HSF1 inhib 2, HDAC3 inh -2, KLF5 inhibitor -33, HSF1 activator 3, HSP90 inh 6, Platelet DG rel 3, aSyn 5UTR inh 0, IEC-6 cytotox -5, HIF activator 0.2 and AI-2 QS mod 16.
`Cc1cc(C)nc(SCC(=O)OCC(=O)Nc2nc3ccccc3s2)n1` gave HSF1 inhib 2, HDAC3 inh -2, KLF5 inhibitor 17, HSF1 activator -3, HSP90 inh -2, Platelet DG rel -51, aSyn 5UTR inh -70, IEC-6 cytotox 7, HIF activator 0.6 and AI-2 QS mod 8.
`CC(C)(C)SCCNC(=O)Nc1ccccc1` gave HSF1 inhib -1, HDAC3 inh 4, KLF5 inhibitor -35, HSF1 activator 8, HSP90 inh 0, Platelet DG rel -3, aSyn 5UTR inh -87, IEC-6 cytotox -1, HIF activator 1.1 and AI-2 QS mod 26.
COC(=O)CSc1nnc(C)n1-c1ccc(C)cc1 was read as HSF1 inhib -4, HDAC3 inh 3, KLF5 inhibitor -3, HSF1 activator -10, HSP90 inh -1, Platelet DG rel 7, aSyn 5UTR inh 6, IEC-6 cytotox 1, HIF activator -1.5 and AI-2 QS mod -2.
`COC(=O)NC(NS(=O)(=O)c1ccccc1)(C(=O)OC)C(F)(F)F` (stereo unspecified) gave HSF1 inhib -1, HDAC3 inh 9, KLF5 inhibitor 13, HSF1 activator -3, HSP90 inh 6, Platelet DG rel 9, aSyn 5UTR inh -13, IEC-6 cytotox 1, HIF activator 0.0 and AI-2 QS mod 11.
For Cc1cc(CC(C)C)n(-c2nc3ccccc3c(=O)n2OCc2ccccc2)n1 the results were HSF1 inhib -40, HDAC3 inh 12, KLF5 inhibitor -22, HSF1 activator -44, HSP90 inh 18*, Platelet DG rel -2, aSyn 5UTR inh -75, IEC-6 cytotox 16, HIF activator 1.9 and AI-2 QS mod 25.
